# GPR7 antag: blocks human GPR7 receptor signaling. GPR7-expressing cells, fluorescence antagonist assay. AID 1861. 1.1% of 290,000 active. inhibition, % at 4.4 µM. P48145; in the data active = inhibition above about 16%, passing the limit was not always enough;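 also: cells stimulated with the agonist NPW; 0% = agonist with vehicle and 100% = vehicle without agonist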
# Target sequence (P48145 whole entry, looked up): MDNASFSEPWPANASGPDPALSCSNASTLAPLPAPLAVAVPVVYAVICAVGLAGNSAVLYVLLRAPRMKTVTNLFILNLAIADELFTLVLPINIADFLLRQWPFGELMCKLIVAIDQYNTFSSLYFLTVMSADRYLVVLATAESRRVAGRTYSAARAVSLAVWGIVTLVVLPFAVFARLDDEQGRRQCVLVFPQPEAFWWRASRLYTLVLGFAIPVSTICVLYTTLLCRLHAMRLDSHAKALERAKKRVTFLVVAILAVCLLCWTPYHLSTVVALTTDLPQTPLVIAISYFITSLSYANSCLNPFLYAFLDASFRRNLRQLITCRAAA
# NALP1 yeast inh: NALP1 inhibition. S. cerevisiae NALP1/ASC/caspase-1 growth, X-gal OD620, 72 h. inhibition, % at 10 µM. 0.61% of 280,000 active. AID 2071; in the data active = inhibition mostly above about 24%, no sharp cut-off; inactive = mostly below about 32%; also: some compounds called inactive have numbers as strong as hits
# p-CIP stab down: p/CIP protein destabilization; F442A p/CIP-EGFP cells, EGFP fluorescence, 16 h; decrease of EGFP signal, % at 10 µM; 0.01% of 290,000 active; AID 1984;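 active = EGFP signal decrease of at least 30% at 10 µM or well 3 SD below plate mean, unless failing retest; inactive = the rest, including hits failing retest or dose response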; also: some compounds called inactive have numbers as strong as hits; many of its hits are not listed in these tables
# PHOSPHO1 inh: inhibitors of human PHOSPHO1 phosphatase; inhibition, % at 13.3 µM; recombinant PHOSPHO1, absorbance phosphatase assay; AID 1565; Q8TCT1; 1.1% of 290,000 active; in the data active = inhibition above about 60%
# Target sequence (Q8TCT1 whole entry, looked up): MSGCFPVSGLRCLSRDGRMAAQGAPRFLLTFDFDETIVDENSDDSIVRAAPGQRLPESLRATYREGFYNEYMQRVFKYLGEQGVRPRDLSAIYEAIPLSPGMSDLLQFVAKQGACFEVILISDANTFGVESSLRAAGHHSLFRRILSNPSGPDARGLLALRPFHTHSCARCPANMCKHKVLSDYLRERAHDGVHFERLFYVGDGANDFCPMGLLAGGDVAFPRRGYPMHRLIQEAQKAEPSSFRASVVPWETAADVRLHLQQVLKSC
# IDE inh: inhibits human insulin-degrading enzyme in HEK cells. P14735. FAbetaB cleavage, fluorescence polarization. inhibition, % at 5.59 µM. 0.41% of 320,000 active. AID 434962;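 active = percent inhibition above the average of all tested compounds plus 3 SD, set per screening campaign, cut at about 16% in these data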;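 also: IDE supplied by intact live HEK cells; FP after avidin binding of uncleaved biotin substrate so inhibition keeps polarization high; 0% = DMSO wells and 100% = 60 µM reference IDE inhibitor Ii1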
# VIM-2 inh: blocks Pseudomonas aeruginosa VIM-2 metallo-beta-lactamase. inhibition, % at 5.6 µM. purified VIM-2, nitrocefin hydrolysis, epi-absorbance fluorescence. 0.89% of 290,000 active. AID 1527;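 active = inhibition above the mean of all tested compounds plus 3 SD, cutoff set per screening run, cut at about 7.5% in these data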;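 also: red hydrolysis product quenches plate fluorescence so inhibitors raise well fluorescence; 0% = enzyme with DMSO and 100% = DMSO without enzyme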
# IDE cell activ: boosts human insulin-degrading enzyme activity in HEK cells; FAbeta-B cleavage, fluorescence polarization; 0% vehicle, 100% cell-free pure enzyme wells; activation, % at 5.96 µM; 0.073% of 340,000 active; AID 493087; P14735;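 active = activation above the mean of all tested compounds plus 3 SD, set per screening campaign, cut at about 17% in these data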
# M18AAP inhibitor: PfM18AAP enzyme inhibition. inhibition, % at 7.35 µM. AID 1822. 1.2% of 290,000 active. recombinant PfM18AAP, H-Glu-NHMec fluorogenic cleavage;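 active = inhibition above the campaign mean inhibition over all tested compounds plus 3 SD, cut at about 28% in these data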;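 also: 0% = plate median of test compound wells and 100% = 2 mM ZnCl2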
# IMP-1 inh: inhibitors of Pseudomonas aeruginosa IMP-1 metallo-beta-lactamase | purified IMP-1, nitrocefin hydrolysis, epi-absorbance fluorescence | inhibition, % at 5.6 µM | 0.45% of 290,000 active | AID 1556;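 active = inhibition above the mean plus 3 SD of all compounds in the same screening run, cut at about 4.5% in these data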;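 also: 0% = IMP-1 with DMSO and 100% = DMSO wells lacking enzyme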
#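 assay system = purified recombinant IMP-1 metallo-beta-lactamase enzyme | schedule = 15 min preincubation plus 25 min reaction at 25 °C | signal = Epi-absorbance fluorescence, 480 nm excitation, 530 nm emission | read-out basis = percent inhibition from optical density relative to buffer-blank wells | controls = IMP-1 with DMSO as 0%, enzyme-free DMSO as 100%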
# Active calls of the source: *; . = no result given.
no.	molecule	GPR7 antag	NALP1 yeast inh	p-CIP stab down	PHOSPHO1 inh	IDE inh	VIM-2 inh	IDE cell activ	M18AAP inhibitor	IMP-1 inh
1	CCc1cc2c(=O)n(-c3ccccc3)c(=S)[nH]c2s1	-10	-5	-4	16	-2	-3.9	5	-3	-2.5
2	CC(=O)Nc1cccc(OCc2ccc(F)cc2)c1	-5	13	0	28	-2	0.4	6	-1	0.6
3	CC(C)c1ccc(NC(=O)N2CCN(S(=O)(=O)c3ccccc3)CC2)cc1	-15	1	-14	45	2	-2.8	6	-5	-3.6
4	COc1ccc(/C=N/n2c(C)nc3ccccc3c2=O)cc1OC	-15	27	5	34	0	3.2	1	-4	-1.8
5	O=C(Cc1ccc(Cl)cc1)Nc1ncccn1	-5	-8	-10	26	2	-2.5	-3	1	-2.4
6	NS(=O)(=O)c1ccc2ccccc2c1	3	2	-1	16	-2	-0.5	-5	0	0.9
7	CCN(CC)S(=O)(=O)c1cc([N+](=O)[O-])ccc1NNC(=O)Nc1ccc(Cl)c(Cl)c1	-6	5	-4	-7	0	-4.5	2	50*	-5.4
8	c1csc(-c2csc3ncnc(NCCCN4CCOCC4)c23)c1	-10	13	-7	13	0	-3.4	-1	5	-5.1
9	OCCN(Cc1ccccc1)Cc1ccc(F)c(F)c1	-1	4	-4	20	0	-0.6	3	0	-3.9
10	O=C(NCc1cccs1)C1CCCN(S(=O)(=O)c2ccc3c(c2)OCO3)C1 (stereo unspecified)	-6	5	-2	8	-5	-2.2	2	-7	-1.1
11	CC1CN(C(=S)Nc2ccccc2)N(c2ccccc2)C1 (stereo unspecified)	2	-12	4	-7	-1	0.6	6	-1	-1.4
12	Cc1ccc(N2C(S)=C(C#N)C(=O)NC23CCCCC3)cc1	-5	-6	-7	-22	-5	-1.1	3	1	-3.6
13	Cc1ccc(N2C(=O)N(CC(=O)Nc3ccc(C)c(C)c3[N+](=O)[O-])C(=O)C2C)cc1 (stereo unspecified)	4	3	11	24	-5	-1.7	0	-5	-2.4
14	COc1ccc(C2CC2/C(=N/OC(=O)c2cccs2)c2ccccc2)cc1 (stereo unspecified)	6	4	-2	1	4	-0.7	-4	3	-2.0
15	Cc1csc(NC(=O)CSc2nnc(C)s2)n1	2	8	6	25	0	-3.5	3	-9	-1.3
16	COc1cccc(CNS(=O)(=O)c2cc3c(cc2Cl)NC(=O)CO3)c1	12	2	-2	31	1	-2.2	-3	-4	-0.8
17	O=C(O)C1CCCCC1C(=O)Nc1ccc(OCc2ccccc2)cc1 (stereo unspecified)	-9	-1	-7	29	0	-1.8	0	6	-1.3
18	COc1ccc(C(=O)COc2ccccc2N2C(=O)C3C4C=CC(C4)C3C2=O)cc1 (stereo unspecified)	-5	0	1	7	-2	-1.8	1	-8	2.0
19	COc1ccc(N2CCN(Cc3nc4ccsc4c(=O)[nH]3)CC2)cc1	-6	0	-9	-24	3	-5.3	-4	2	-4.5
20	Cc1cc(N/C=C/C(=O)c2ccc(Br)cc2)no1	-5	13	-8	8	0	1.2	0	-10	-1.2
21	COc1cccc(C(=O)NC(=S)Nc2ccc(N(C)C)cc2)c1	-6	15	12	-16	-5	-2.4	5	-5	0.0
22	Cc1n[nH]c(C)c1CS(=O)(=O)c1ccccc1	-4	-6	9	-4	-5	-2.6	5	-7	-3.6
23	COc1cc(/C(C)=N/N2CCOCC2)cc(OC)c1OC	-16	0	-7	1	6	-5.3	4	-1	-3.1
24	COC(=O)CSc1nnc(CNc2ccc(F)cc2)o1	13	11	-8	6	0	-2.7	1	3	-2.1
25	O=C(C1CCCC1)N1CCN(S(=O)(=O)c2ccc(F)cc2)CC1	7	12	5	46	8	1.8	-6	-11	0.0

# Remaining list, next part:
# The line under a structure holds: GPR7 antag, NALP1 yeast inh, p-CIP stab down, PHOSPHO1 inh, IDE inh, VIM-2 inh, IDE cell activ, M18AAP inhibitor, IMP-1 inh
(26) CCCCn1c(N)c(N(CC)C(=O)c2ccc(C)cc2)c(=O)[nH]c1=O
  2, 15, -6, 22, -4, 1.1, 1, -16, -0.1
(27) Cc1cc(C)c(COc2ccc(/C=N/n3c(C)n[nH]c3=S)cc2)c(C)c1
  -1, 13, 4, 8, -1, -1.7, -1, 9, -1.6
(28) O=C(CSCc1ccccn1)Nc1ccccc1
  -9, -2, 3, 38, -2, -2.7, 6, -4, -2.2
(29) O=C1NC(=Nc2cccnc2)S/C1=C/c1ccc(F)cc1
  -12, ., -5, 13, 8, -0.5, ., -14, -3.0
(30) S=C(NCCCN1CCOCC1)Nc1cccc(Cl)c1
  -6, 10, 2, 43, 3, -1.0, 9, -1, -1.6
(31) O=C(Nc1ccc2ccccc2c1)c1cccnc1
  -9, -2, 1, 19, 1, -1.6, -2, 3, -3.1
(32) CC(C)CN(C(=O)CN1C(=O)C2CCCCC2C1=O)c1c(N)n(Cc2ccccc2)c(=O)[nH]c1=O (stereo unspecified)
  -8, -1, -10, 37, 3, -2.5, 0, 4, -2.0
(33) Cn1c(=O)c2c(SCc3ccccc3)nc(-c3ccco3)nc2n(C)c1=O
  -6, ., -7, 1, ., -0.6, ., -7, -1.1
(34) COc1ccc(-c2cc(C(=O)NCC3CCCO3)on2)cc1OC (stereo unspecified)
  -12, 20, 0, 14, -1, -3.6, -1, -4, -3.0
(35) COc1ccc(N=Cc2nc(-c3ccccc3)oc2OC(=O)c2ccccc2)cc1
  -10, 43, -7, 9, 0, -3.1, 4, 0, 0.2
(36) Cc1[nH]n(-c2cccc3ccccc23)c(=O)c1/C=N/c1sc2c(c1C#N)CCC2
  -2, 34, -137, -50, 8, -2.0, -4, 14, -0.2
(37) COc1ccc2cnnc(SCC(=O)Nc3ccc(C(C)=O)cc3)c2c1OC
  -1, 34, 1, -10, 1, -1.0, 1, -12, -0.4
(38) Nc1nnc(CSCc2cccc(Br)c2)s1
  -2, 1, -2, 34, -7, -3.4, 4, 1, -4.2
(39) COC(=O)c1cc(OC)c(OC)cc1NC(=O)C(C)Sc1ccc(C)cc1 (stereo unspecified)
  -2, 37, -3, 33, -2, 1.2, -2, -5, -0.9
(40) O=C(NNC(=S)NC(=O)C12CC3CC(CC(C3)C1)C2)c1ccncc1
  1, 21, -1, 66*, -8, -3.1, 4, -9, -1.2
(41) CCCCN(CCCC)CCCNC(=O)CN1C(=O)COc2ccc(S(=O)(=O)N3CCC(C)CC3)cc21
  -4, 35, -10, 31, -1, -3.9, 0, 1, -0.7
(42) CCCc1cc(=O)oc2cc(OCC(=O)N3C[C@H]4C[C@@H](C3)c3cccc(=O)n3C4)c(Cl)cc12
  -7, 1, 0, 3, 0, -1.9, 3, -2, -2.5
(43) CCOC(=O)Cn1nc(Cc2ccccc2)c2ccccc2c1=O
  -3, 4, 6, -7, -3, -1.1, 0, -2, 0.6
(44) Nc1nc2c(s1)C(=O)CC(c1ccccc1)C2 (stereo unspecified)
  -3, -2, 0, 60*, 2, -0.9, 6, -13, -4.4
(45) Cc1nnc(Sc2c(N)n(C)c(=O)[nH]c2=O)s1
  14, 22, 0, -1, -1, -0.8, 4, -3, -2.0
(46) CC1CCN(C(=O)CSc2nc(C3CC3)nc3ccccc23)CC1
  -7, -18, -14, 11, -2, 3.2, 0, -1, -1.5
(47) CC(C)(C)Nc1nc(Cl)nc(NC2CCCCC2)n1
  -15, 10, -2, 35, 0, -1.9, 2, 0, -2.2
(48) COc1cc(/C=C/C(=O)NCc2nc3ccccc3[nH]2)cc(OC)c1OC
  -12, 10, -23, 24, -2, -1.2, 4, 1, -3.3
(49) CCOC(=O)C1CCCN(C(=O)c2sc3nc(C)nc(N(CC)CC)c3c2C)C1 (stereo unspecified)
  0, 15, -1, -2, -1, -1.0, 0, 4, -2.0
(50) CC(CN1C(C)CCCC1C)OC(=O)c1cccc(Br)c1 (stereo unspecified)
  6, 12, -10, 29, 4, -1.0, 2, -2, -3.8
(51) CC1CCN(S(=O)(=O)c2ccc(S(=O)(=O)N3CCC4(CC3)OCCO4)cc2)CC1
  1, 22, -6, 3, 1, 1.1, -3, -7, -1.3
(52) O=C(Cn1nc(-c2ccccc2)c2ccccc2c1=O)NN1CCOCC1
  0, ., 4, 48, 5, 0.1, 3, -3, 0.1
(53) Cc1ccc(CNC(=O)CCNC(=O)Cn2ccc3ccccc3c2=O)o1
  -13, 2, -1, 5, 2, -2.5, 2, -6, -3.6
(54) O=C(Nc1ccc(Cl)cc1C(F)(F)F)C(Sc1cccc[n+]1[O-])c1ccccc1 (stereo unspecified)
  -12, 10, -11, 21, -3, -2.0, 1, -4, -2.1
(55) COc1ccc(-c2noc(=O)n2Cc2ccc(F)cc2Cl)cc1
  0, 22, -14, 39, ., -2.7, 4, 2, -4.8
(56) O=C(O)CSc1cc(NS(=O)(=O)c2ccc(Br)cc2)c2ccccc2c1O
  1, -2, 0, -55, 1, 2.0, -3, 16, 2.2
(57) COc1cccc(OCC(=O)NNC(=O)c2ccc3ccccc3c2)c1
  -8, 7, -1, 43, -5, -3.6, -3, 9, -3.1

# Ten entries from above, with the structure last.
item | GPR7 antag | NALP1 yeast inh | p-CIP stab down | PHOSPHO1 inh | IDE inh | VIM-2 inh | IDE cell activ | M18AAP inhibitor | IMP-1 inh | canonical_smiles
48 | -12 | 10 | -23 | 24 | -2 | -1.2 | 4 | 1 | -3.3 | COc1cc(/C=C/C(=O)NCc2nc3ccccc3[nH]2)cc(OC)c1OC
49 | 0 | 15 | -1 | -2 | -1 | -1.0 | 0 | 4 | -2.0 | CCOC(=O)C1CCCN(C(=O)c2sc3nc(C)nc(N(CC)CC)c3c2C)C1 (stereo unspecified)
50 | 6 | 12 | -10 | 29 | 4 | -1.0 | 2 | -2 | -3.8 | CC(CN1C(C)CCCC1C)OC(=O)c1cccc(Br)c1 (stereo unspecified)
51 | 1 | 22 | -6 | 3 | 1 | 1.1 | -3 | -7 | -1.3 | CC1CCN(S(=O)(=O)c2ccc(S(=O)(=O)N3CCC4(CC3)OCCO4)cc2)CC1
52 | 0 | . | 4 | 48 | 5 | 0.1 | 3 | -3 | 0.1 | O=C(Cn1nc(-c2ccccc2)c2ccccc2c1=O)NN1CCOCC1
53 | -13 | 2 | -1 | 5 | 2 | -2.5 | 2 | -6 | -3.6 | Cc1ccc(CNC(=O)CCNC(=O)Cn2ccc3ccccc3c2=O)o1
54 | -12 | 10 | -11 | 21 | -3 | -2.0 | 1 | -4 | -2.1 | O=C(Nc1ccc(Cl)cc1C(F)(F)F)C(Sc1cccc[n+]1[O-])c1ccccc1 (stereo unspecified)
55 | 0 | 22 | -14 | 39 | . | -2.7 | 4 | 2 | -4.8 | COc1ccc(-c2noc(=O)n2Cc2ccc(F)cc2Cl)cc1
56 | 1 | -2 | 0 | -55 | 1 | 2.0 | -3 | 16 | 2.2 | O=C(O)CSc1cc(NS(=O)(=O)c2ccc(Br)cc2)c2ccccc2c1O
57 | -8 | 7 | -1 | 43 | -5 | -3.6 | -3 | 9 | -3.1 | COc1cccc(OCC(=O)NNC(=O)c2ccc3ccccc3c2)c1

# Screening data: PubChem, several laboratories
